# Screens as filed in PubChem.
# hIAP act = human IAP activators, primary screen, biochemical, luminescence, uHTS. Intestinal-type alkaline phosphatase (Homo sapiens), P09923. hit rate 0.16% among 330,000. activation factor at 10 µM. AID 2524, 2010. purified human IAP, CDP-Star luminescence, 30 min; hits give high values; 1 = vehicle-only enzyme, 0 = enzyme-free background;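 active means activation factor of the enzyme at least 2-fold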; further: the source names both 10 and 20 µM as test concentration; values of inactives mirror those of a sister screen read the other way
# ATG4B inhibitor = ATG4B protease inhibitors, primary screen, biochemical, fluorescence, uHTS | inhibition, % at 8.33 µM | hit rate 0.51% among 340,000 | ATG4B cleavage of LC3-PLA2, NBD-HPC fluorescence, 1 h | Cysteine protease ATG4B (Homo sapiens), Q9Y4P1; in the data active means inhibition above about 40%
# HKDC1 inh = HKDC1 hexokinase inhibitors, primary screen, biochemical, fluorescence, uHTS. Q2TB90. recombinant HKDC1, G6PDH/diaphorase resazurin coupled fluorescence. inhibition, % at 20 µM. hit rate 0.16% among 340,000. AID 493160, 2011;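 active means inhibition above about 35% when tested at 20 µM, limit read from the data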;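 further: plate controls were DMSO wells with enzyme for no effect and DMSO wells lacking enzyme for full effect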
# Target sequence (Q2TB90 whole entry, looked up): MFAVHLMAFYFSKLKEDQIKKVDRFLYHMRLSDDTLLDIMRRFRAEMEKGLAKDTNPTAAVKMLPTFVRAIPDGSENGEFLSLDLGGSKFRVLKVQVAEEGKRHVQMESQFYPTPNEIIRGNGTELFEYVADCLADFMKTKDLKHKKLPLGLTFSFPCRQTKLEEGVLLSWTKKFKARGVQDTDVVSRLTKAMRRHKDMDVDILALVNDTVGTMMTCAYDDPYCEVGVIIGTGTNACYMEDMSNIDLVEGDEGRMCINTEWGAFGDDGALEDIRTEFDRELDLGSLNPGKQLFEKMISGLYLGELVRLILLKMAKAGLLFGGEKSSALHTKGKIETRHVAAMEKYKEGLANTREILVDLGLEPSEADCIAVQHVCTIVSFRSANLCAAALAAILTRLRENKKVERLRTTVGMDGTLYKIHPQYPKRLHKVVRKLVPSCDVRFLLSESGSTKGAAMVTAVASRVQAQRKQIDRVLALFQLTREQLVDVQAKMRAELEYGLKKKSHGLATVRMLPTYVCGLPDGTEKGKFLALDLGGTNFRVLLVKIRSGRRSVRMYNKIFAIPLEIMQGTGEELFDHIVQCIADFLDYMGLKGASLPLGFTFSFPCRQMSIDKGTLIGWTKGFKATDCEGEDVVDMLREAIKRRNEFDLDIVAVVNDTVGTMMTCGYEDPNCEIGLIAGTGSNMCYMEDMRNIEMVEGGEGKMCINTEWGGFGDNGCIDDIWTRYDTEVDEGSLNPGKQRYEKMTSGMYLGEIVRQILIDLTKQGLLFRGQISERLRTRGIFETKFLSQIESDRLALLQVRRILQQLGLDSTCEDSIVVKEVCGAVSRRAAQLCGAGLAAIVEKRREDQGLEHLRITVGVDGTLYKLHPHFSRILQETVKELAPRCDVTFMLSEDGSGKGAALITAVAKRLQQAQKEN
#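 Material – in-house recombinant HK5 (HKDC1) enzyme · Quantity – HKDC1 at 5 µg/mL · Buffer or medium – pH 8.0 Tris buffer with 10 mM MgCl2 · Reagent – glucose with 1 mM ATP · Dosing – single 20 µM dose · Times – reaction time 90 min, room temperature, protected from light · Technique – resorufin fluorescence at 613 nm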
# A3A deaminase = APOBEC3A ssDNA deaminase inhibitors, primary screen, selectivity assay for APOBEC3G inhibitor project, biochemical, FAM/TAMRA oligo cleavage fluorescence | DNA dC->dU-editing enzyme APOBEC-3A (Homo sapiens), P31941 | recombinant A3A, FAM/TAMRA ssDNA deamination fluorescence | inhibition, % at 20 µM | hit rate 0.41% among 330,000;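 active means at least 40% inhibition at 20 µM here, with at most 30% in a related deaminase screen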;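 further: plate controls were A3A with DMSO for no effect and wells lacking A3A enzyme for full effect; some results filed as inactive read as strong as hits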
# mIAP act = activators of mouse IAP, primary screen, biochemical, luminescence, uHTS; activation factor at 10 µM; hit rate 0.24% among 330,000; intestinal alkaline phosphatase [Mus musculus]; muIAP, CDP-Star luminescence, 30 min; hits give high values; 1 = vehicle-only enzyme signal, 0 = enzyme-free wells;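 active means activation factor of at least 2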; further: the source names both 10 and 20 µM as test concentration; values of inactives mirror those of a sister screen read the other way
#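 System: mouse IAP enzyme. Reagent: CDP-Star chemiluminescent phosphatase substrate. Benchmarks: DMSO wells, no-enzyme wells. Times: 30 min enzyme-substrate-compound incubation at room temperature. Detection: luminescence from enzymatic CDP-Star hydrolysis. Doses: test compounds delivered from DMSO solution.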
# mIAP inh = inhibitors of mouse IAP, primary screen, biochemical, luminescence, uHTS | intestinal alkaline phosphatase [Mus musculus] | purified mouse IAP, CDP-Star luminescence, 30 min | inhibition, % at 10 µM | hit rate 0.2% among 330,000;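 active means inhibition of at least 40% at 10 µM in the primary screen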;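 further: plate controls were DMSO with enzyme for no effect and no enzyme wells for full effect; values of inactives mirror those of a sister screen read the other way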
# hIAP block = human IAP inhibitors, primary screen, biochemical, luminescence, uHTS | Intestinal-type alkaline phosphatase (Homo sapiens), P09923 | purified IAP, CDP-Star luminescence, 30 min | inhibition, % at 10 µM | hit rate 0.12% among 330,000;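 active means inhibition reaching a set limit with compound at 10 µM in the primary screen, cut at about 35% in these data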;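 further: plate controls were DMSO wells with enzyme for no effect and no-enzyme buffer wells for full effect; values of inactives mirror those of a sister screen read the other way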
# PfG6PD inh = PfG6PD enzyme inhibitors, primary screen, biochemical, fluorescence intensity, uHTS. glucose-6-phosphate dehydrogenase-6-phosphogluconolactonase (Plasmodium falciparum 3D7). PfGluPho enzyme, NADPH resazurin-diaphorase fluorescence. inhibition, % at 20 µM. hit rate 0.78% among 350,000. AID 504690, 2011;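 active means inhibition reaching at least a set limit at 20 µM in the primary screen, cut at about 59% in these data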;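 further: 0% = DMSO wells with substrate and 100% = DMSO wells lacking glucose-6-phosphate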
# The depositor's hits bear a star; . = no result given. The order is random; overall some 2.4% were active at least once.
hIAP act | ATG4B inhibitor | HKDC1 inh | A3A deaminase | mIAP act | mIAP inh | hIAP block | Structure | PfG6PD inh
0.84 | -3 | 1 | 5 | 0.99 | 1 | 16 | COc1cccc(NC(=O)CN2C(=O)C3(OCCCO3)c3ccccc32)c1 | -3
0.91 | 2 | -1 | -4 | 0.97 | 3 | 9 | CCCC[C@@H]1CNCCN1CCc1cccc2ccccc12 | -11
0.97 | -7 | -4 | -2 | 0.94 | 6 | 3 | Cc1ccc(C(=O)NC2CCN(S(=O)(=O)c3ccccc3)CC2)cc1 | 7
0.93 | -12 | -7 | -4 | 0.97 | 3 | 7 | COc1cc(/C=C/C(=O)N2CCN(C(=O)/C=C/c3cc(OC)c(OC)c(OC)c3)CC2)cc(OC)c1OC | 0
1.3 | -12 | 2 | -6 | 1.1 | -12 | -26 | Cc1[nH]c2ccc(C(=O)N3CCN(c4ccc(F)cc4)CC3)cc2c1C | 11
0.98 | 12 | 0 | 2 | 0.92 | 8 | 2 | Cc1ccc(N=C(NOC(=O)c2ccccc2)c2nonc2N)c(C)c1 | 14
1.1 | -3 | -6 | 3 | 1 | -2 | -9 | Cc1ccsc1/C=C(\C#N)C(=O)NCc1cccnc1 | -6
0.9 | -8 | 1 | -1 | 0.84 | 16 | 10 | O=[N+]([O-])c1cc(/C=N/N2CCN(Cc3ccccc3)CC2)ccc1Cl | 5
1.2 | 1 | -2 | 1 | 1 | -4 | -18 | O=C(NC12CC3CC(CC(C3)C1)C2)C1CC(=O)N(c2ccc(Br)cc2)C1 (stereo not given) | -8
1.3 | 38 | -4 | -3 | 1.1 | -7 | -30 | COC(=O)[C@H](CC(C)C)NC(=O)NC1CCCc2ccccc21 (stereo not given in full) | -17
1 | -9 | -8 | -2 | 0.92 | 8 | -4 | C/C(CCc1ccc2c(c1)OCO2)=N\NC(=O)c1ccccc1Br | 2
0.94 | 4 | 0 | -8 | 0.95 | 5 | 6 | CC1(C)N([O-])C(c2cccs2)=C[N+]1=O | -2
1.5 | 1 | -1 | 2 | 1 | 0 | -47 | CCN1CCn2c3c(c4cccc(C)c42)CCCC31 (stereo not given) | -4
0.96 | 29 | -1 | -2 | 0.98 | 2 | 4 | COc1cccc(C=Nc2ccc3c(c2)CCC3)c1O | 11
0.99 | 0 | 13 | -4 | 1 | -1 | 1 | CCN(CC)c1cc(C)c2cc(NC(=O)c3ccc(Br)o3)ccc2n1 | 14
1.6 | -7 | -2 | 2 | 1 | -3 | -58 | COc1ccc(/C=N/NC(=O)c2cc(C3CC3)[nH]n2)cc1OC | -2
0.99 | 29 | 1 | 11 | 1.1 | -9 | 1 | Cc1ccc(C(=O)C(c2ccccc2)N2Cc3ccccc3C2=N)cc1 (stereo not given) | 65*
1 | -1 | -6 | -3 | 1 | -3 | -4 | O=C(Cc1c(O)c2ccccc2[nH]c1=O)OC1CCCCC1 | -5
1.1 | -4 | -2 | -1 | 0.99 | 1 | -6 | CC(c1ccccc1)N(C)C(=O)CSc1nnc(C2CC2)n1C1CC1 (stereo not given) | 7
0.98 | -10 | 13 | -2 | 0.91 | 10 | 2 | O=C(CCSc1ccc(Cl)cc1)Nc1cccnc1 | 12
0.98 | 8 | -1 | -1 | 1.1 | -15 | 2 | CSc1ccc(Cl)c(C(=O)NCCOc2cc(C)ccc2C(C)C)c1 | 20
0.72 | 1 | 5 | -2 | 1.1 | -9 | 28 | COc1cc2c(cc1NC(=O)Nc1ccc(F)cc1)oc1ccccc12 | -8
0.97 | -3 | -6 | -5 | 1 | 0 | 3 | Cn1c(=O)c2c(nc(NCc3ccco3)n2CC(O)COc2ccccc2)n(C)c1=O (stereo not given) | -5
0.91 | -8 | 2 | 9 | 0.95 | 5 | 9 | NC(=O)C(CC(=O)O)NC(=O)[C@@H]1CCCNc2c(I)cc([N+](=O)[O-])cc2C(=O)N[C@@H](CO)C(=O)N[C@@H](Cc2ccc(O)cc2)C(=O)N1 (stereo not given in full) | 11
1 | 1 | -1 | 0 | 1 | -3 | 0 | CC(C)[C@H](NS(=O)(=O)c1ccccc1F)C(=O)NC1CCCCC1 | -16
0.8 | 1 | 13 | 1 | 0.95 | 5 | 20 | O=C(CN1CCCCC1)Nc1ccc(Br)cc1[N+](=O)[O-] | -9
1 | 0 | 6 | 2 | 0.91 | 10 | -1 | Cc1ccc(S(=O)(=O)NCCC(=O)NCc2ccc3c(c2)OCO3)cc1C | 2
1.1 | -7 | -4 | 1 | 1.1 | -12 | -12 | O=C(O)CNC(=O)CCCn1nnc2ccccc2c1=O | 2
1.1 | -21 | 5 | 4 | 0.92 | 8 | -12 | Cc1ccc(SCC(=O)OCC(=O)NC(C)c2ccc(F)cc2)cc1 (stereo not given) | -1
1 | -5 | -3 | 0 | 1.1 | -6 | -5 | O=C(CC1(c2ccc(Cl)cc2)C2CC3CC(C2)CC1C3)NCCO (stereo not given) | -4
0.87 | -10 | -3 | -2 | 1 | -2 | 13 | Cc1ccc(C(=O)COC(=O)CNC(=O)C(c2ccccc2)c2ccccc2)cc1[N+](=O)[O-] | 0
1 | 9 | 14 | -5 | 0.89 | 12 | -1 | Fc1ccc(/C=N/NC(=S)Nc2ccc(Cl)cc2Cl)cc1 | -19

# Another view of 12 compounds above.
SMILES	hIAP act	ATG4B inhibitor	HKDC1 inh	A3A deaminase	mIAP act	mIAP inh	hIAP block	PfG6PD inh
O=C(Cc1c(O)c2ccccc2[nH]c1=O)OC1CCCCC1	1	-1	-6	-3	1	-3	-4	-5
CC(c1ccccc1)N(C)C(=O)CSc1nnc(C2CC2)n1C1CC1 (stereo not given)	1.1	-4	-2	-1	0.99	1	-6	7
O=C(CCSc1ccc(Cl)cc1)Nc1cccnc1	0.98	-10	13	-2	0.91	10	2	12
CSc1ccc(Cl)c(C(=O)NCCOc2cc(C)ccc2C(C)C)c1	0.98	8	-1	-1	1.1	-15	2	20
COc1cc2c(cc1NC(=O)Nc1ccc(F)cc1)oc1ccccc12	0.72	1	5	-2	1.1	-9	28	-8
Cn1c(=O)c2c(nc(NCc3ccco3)n2CC(O)COc2ccccc2)n(C)c1=O (stereo not given)	0.97	-3	-6	-5	1	0	3	-5
NC(=O)C(CC(=O)O)NC(=O)[C@@H]1CCCNc2c(I)cc([N+](=O)[O-])cc2C(=O)N[C@@H](CO)C(=O)N[C@@H](Cc2ccc(O)cc2)C(=O)N1 (stereo not given in full)	0.91	-8	2	9	0.95	5	9	11
CC(C)[C@H](NS(=O)(=O)c1ccccc1F)C(=O)NC1CCCCC1	1	1	-1	0	1	-3	0	-16
O=C(CN1CCCCC1)Nc1ccc(Br)cc1[N+](=O)[O-]	0.8	1	13	1	0.95	5	20	-9
Cc1ccc(S(=O)(=O)NCCC(=O)NCc2ccc3c(c2)OCO3)cc1C	1	0	6	2	0.91	10	-1	2
O=C(O)CNC(=O)CCCn1nnc2ccccc2c1=O	1.1	-7	-4	1	1.1	-12	-12	2
Cc1ccc(SCC(=O)OCC(=O)NC(C)c2ccc(F)cc2)cc1 (stereo not given)	1.1	-21	5	4	0.92	8	-12	-1

# Other structures
hIAP act | ATG4B inhibitor | HKDC1 inh | A3A deaminase | mIAP act | mIAP inh | hIAP block | Structure | PfG6PD inh
. | . | -2 | 2 | 1.1 | -15 | . | COCCCNC(=O)C[C@H]1C[C@H](C(=O)N2CCOCC2)[C@@]2(CCC3CCCC3)c3[nH]c4cc(-c5ccco5)ccc4c3CCN2C1=O | 26
0.8 | 2 | -2 | 0 | 0.99 | 1 | 20 | CC(C)=CCc1c(-c2ccc(O)cc2O)oc2cc3c(c(O)c2c1=O)C=CC(C)(C)O3 | 27
0.92 | 4 | -3 | -5 | 1 | -1 | 8 | S=C(Nc1ccc2[nH]ccc2c1)NC1CCCCC1 | -6
1.1 | -13 | 6 | -1 | 0.93 | 7 | -13 | CCCc1[nH]nc2c1C(c1c(C)nn(-c3ccccc3)c1Cl)C(C#N)=C(N)O2 (stereo not given) | 4
1.1 | -7 | 11 | -3 | 0.9 | 10 | -9 | CCc1sc(C(=O)Nc2ccsc2C(=O)OC)cc1Br | 6
0.92 | -6 | -3 | -3 | 1 | 0 | 8 | O=C(COC(=O)[C@@H]1CCCN1S(=O)(=O)c1ccccc1F)c1ccccc1 | 14
0.9 | -6 | -6 | -3 | 0.97 | 3 | 10 | CCN(C[C@H]1N[C@@](C)(C(=O)OC)[C@H]2C(=O)N(C)C(=O)[C@@H]12)C(=O)Nc1ccc(C)cc1 | 2
0.93 | 7 | -11 | 5 | 1.1 | -13 | 7 | CCCCN1C(=O)CN(CCc2ccccc2)C(=O)C1c1ccc(OC)cc1 (stereo not given) | 1
0.92 | 27 | -2 | 2 | 0.91 | 9 | 8 | O=C(/C=C/c1ccccc1[N+](=O)[O-])NCc1ccccc1Cl | -11
1.2 | -13 | -3 | 0 | 1 | -3 | -16 | COc1ccc(-c2nc3cc(C)ccn3c2NCC2CCCO2)cc1OC (stereo not given) | 2
0.99 | 2 | -2 | 0 | 0.98 | 2 | 1 | CCCCn1c(N)c(N(CC)C(=O)c2ccccc2C(F)(F)F)c(=O)[nH]c1=O | -6
0.98 | -2 | -4 | 7 | 1 | -4 | 2 | Cc1ccc(SC(C)C(=O)Nc2cccc(N(C)S(C)(=O)=O)c2)cc1 (stereo not given) | -1
0.88 | 1 | -5 | 0 | 0.89 | 11 | 12 | O=C(Nc1cccc(F)c1)C1CCN(S(=O)(=O)c2cnc[nH]2)CC1 | -3
1 | -13 | -8 | -5 | 1 | -3 | -2 | COc1ccc(NC(=O)Nc2cccc3c2O[C@@H](CN(C)S(=O)(=O)c2cn(C)cn2)[C@@H](C)CN([C@H](C)CO)C3=O)cc1 | 22
0.95 | 3 | -4 | 0 | 0.92 | 8 | 5 | COCCN(CC(=O)NCc1ccc2c(c1)OCO2)C(=O)CCC(=O)Nc1nccs1 | -8
0.95 | -11 | -7 | -2 | 1 | -1 | 5 | CN(C)CC(O)COc1ccc(C(C)(C)c2ccc(OCC(O)CN(C)C)cc2)cc1 (stereo not given) | 9
1.1 | 6 | 0 | 2 | 1 | -4 | -9 | O=C(NCC1CCCN(Cc2ccc3nonc3c2)C1)c1ccc(F)cc1 (stereo not given) | -2
1.1 | -4 | -2 | 5 | 1 | -2 | -8 | O=C(Nc1ccccc1F)N(CCCN1CCOCC1)Cc1cc2cc3c(cc2[nH]c1=O)OCCO3 | -12
